KLK7 zymogen act – activates the human kallikrein-7 zymogen | P49862 | purified proKLK7, EDANS-DABCYL substrate fluorescence; 100% is mature enzyme control, 0% vehicle | activation, % at 7 µM | 370,000 tested, 0.9% active;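 active = activation above the mean of all tested compounds plus 3 SD, computed per campaign excluding outliers beyond control limits, cut at about 13% in these data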
Target sequence (P49862 whole entry, looked up): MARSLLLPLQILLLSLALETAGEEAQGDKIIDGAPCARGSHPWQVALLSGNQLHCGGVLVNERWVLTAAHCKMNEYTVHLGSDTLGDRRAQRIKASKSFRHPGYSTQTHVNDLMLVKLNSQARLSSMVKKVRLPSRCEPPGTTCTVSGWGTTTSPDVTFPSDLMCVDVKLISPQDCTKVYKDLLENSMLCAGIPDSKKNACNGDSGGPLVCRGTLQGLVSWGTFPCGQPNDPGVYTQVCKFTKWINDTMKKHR
ASAP1 GAP inh – inhibitors of human ASAP1 ArfGAP activity. Q9ULH1. ASAP1-stimulated ARF1 GTP hydrolysis, GDP FP detection. inhibition, % at 16.5 µM. 360,000 tested, 0.19% active. AID 624377; in the data active = inhibition above about 25%;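 also: 0% = vehicle with enzyme and substrate and 100% = no enzyme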
ADAM17 inh – inhibitors of human ADAM17. P78536. recombinant ADAM17, EDANS/DABCYL FRET peptide cleavage. inhibition, % at 6.95 µM. 370,000 tested, 0.83% active;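 active = inhibition above the mean of compounds lying between control limits plus 3 SD, set per campaign, cut at about 8.5% in these data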;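 also: 0% = DMSO-only wells as the low control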
TDP2 inh – TDP2 (human) inhibition, absorbance primary screen | recombinant TDP2, T5PNP hydrolysis, p-nitrophenol absorbance 415 nm | inhibition, % at 12.8 µM | O95551 | 370,000 tested, 0.34% active | AID 720702;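 active = inhibition above the mean of all tested compounds plus 3 SD, set per campaign, cut at about 25% in these data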;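 also: 0% = DMSO with enzyme and 100% = buffer with substrate but no TDP2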
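Test system: Human TDP2 enzyme | Reagent: 5 mM T5PNP | Compound dosing: 12.8 µM single point, 1% DMSO | Incubation: Enzyme reaction with compound for 2 h at 37 °C | Technique: p-Nitrophenol epi absorbance | Read-out: % inhibition relative to enzyme-containing and enzyme-free wells | Benchmarks: High control without enzyme, low control DMSO plus TDP2 | Replicates: Singlicate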
Tn6 DDE FP – disrupts Tn6 cyclic peptide binding to fibrin D-Dimer-E complex | Fibrin DD(E) TRITC-Tn6 fluorescence polarization displacement | inhibition, % at 8.3 µM | 370,000 tested, 0.21% active | AID 720509;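 active = inhibition above a per-campaign cutoff: mean of compounds within control limits plus 3 SD, cut at about 15% in these data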;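 also: 0% = median of all compound wells on the plate and 100% = blocking peptide control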
Tn7 DDE FP – disrupts Tn7 cyclic peptide binding to fibrin D-Dimer-E complex | P02675 | FP displacement of FITC-Tn7 peptide from fibrin DD(E); 0% = median of compound wells per plate | inhibition, % at 8.3 µM | 370,000 tested, 0.13% active | AID 720508;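 active = inhibition above the mean of compounds falling within the control limits plus 3 SD of them, cut at about 14% in these data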;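 also: 0% = plate median of compound wells and 100% = 10 µM Aha-Tn7 peptide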
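assay system = human clot-derived fibrin DD(E) complex | quantity = Fibrin-DD(E) at 2 µM final | timing = 10 min preincubation, 3 h with tracer, room temperature | signal = fluorescence polarization | measure = percent inhibition | benchmarks = high control wells with 10 µM unlabelled Aha-Tn7 peptide (full inhibition) | replicates = singlicate testing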
ADAM10 inh – inhibitors of human ADAM10; O14672; recombinant ADAM10, EDANS/DABCYL FRET peptide cleavage, 3 h; inhibition, % at 7 µM; 370,000 tested, 0.62% active; AID 720582;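 active = inhibition above a per-campaign cutoff equal to the mean of compounds falling between control-based bounds plus 3 SD, cut at about 20% in these data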;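 also: 0% = DMSO wells while the 100% control is not disclosed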
Target sequence (O14672 214-748 limits assumed): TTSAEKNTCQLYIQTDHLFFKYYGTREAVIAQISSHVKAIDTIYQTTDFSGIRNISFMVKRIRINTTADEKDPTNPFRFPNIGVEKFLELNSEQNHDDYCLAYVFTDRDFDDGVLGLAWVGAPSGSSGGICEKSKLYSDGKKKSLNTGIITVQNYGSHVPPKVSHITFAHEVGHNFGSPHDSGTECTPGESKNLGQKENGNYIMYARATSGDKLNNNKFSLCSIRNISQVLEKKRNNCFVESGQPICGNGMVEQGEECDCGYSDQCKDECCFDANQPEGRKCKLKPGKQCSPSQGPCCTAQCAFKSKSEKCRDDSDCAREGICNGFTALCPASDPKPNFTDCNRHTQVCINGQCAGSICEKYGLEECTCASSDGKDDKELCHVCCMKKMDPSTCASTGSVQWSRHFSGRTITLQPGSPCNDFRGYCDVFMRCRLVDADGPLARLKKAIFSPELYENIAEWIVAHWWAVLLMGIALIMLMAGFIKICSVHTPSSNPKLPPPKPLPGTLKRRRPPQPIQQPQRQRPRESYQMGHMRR
ARFGAP1 inh – inhibitors of rat ARFGAP1 | Q62848 | Arfgap1-stimulated ARF1 GTP hydrolysis, GDP FP detection | inhibition, % at 16.5 µM | 360,000 tested, 0.26% active;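 active = inhibition above a per-plate limit, mean inhibition of low control wells plus 3 SD, cut at about 25% in these data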;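 also: 0% = DMSO wells with enzyme and 100% = wells lacking Arfgap1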
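Material: rat Arfgap1 catalytic domain, aa 1-136; also added: human ARF1(Δ1-17)-GTP substrate; compound dosing: one concentration, 16.5 µM, DMSO 1.26%; incubation: GTP hydrolysis reaction 2 h at 25 °C; measured by: Tracer-displacement fluorescence polarization with EDTA stop, 620/688 nm; evaluation: % inhibition from polarization; repeats: one replicate per compound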
LEDGF integ inh – blocks HIV-1 LEDGF/p75-dependent DNA integration | AID 743269 | 370,000 tested, 0.64% active | TR-FRET IN-LEDGF/p75 DNA integration, Eu/Cy5 | inhibition, % at 3.7 µM;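 active = inhibition above the screen-wide mean plus 3 SD, cut at about 13% in these data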;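 also: signal is the Cy5 over europium emission ratio at 671 and 618 nm; 0% = plate median of compound wells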
PLCg1 inh – PLC-gamma1 (human) inhibition, primary screen; inhibition, % at 12.2 µM; 370,000 tested, 0.84% active; P19174; purified PLC-gamma1, fluorogenic substrate, fluorescence; in the data active = inhibition above about 9.5%
* hit, by the source's call; i = inactive; · = no result given. The order is random (roughly 4.2% active in at least one column).

SMILES	KLK7 zymogen act	ASAP1 GAP inh	ADAM17 inh	TDP2 inh	Tn6 DDE FP	Tn7 DDE FP	ADAM10 inh	ARFGAP1 inh	LEDGF integ inh	PLCg1 inh
N#CCC(=N)N1CCN(c2ccccc2)CC1	1.1	-10	-8	-7	-2	4	3	-4	-2	-21
C[C@H]1O[C@@H](O[C@H]2CC[C@@]3(C)C(CC[C@]4(C)C3C=C[C@]35OC[C@@]6(CCC(C)(C)C[C@H]63)[C@@H](O)C[C@]54C)[C@]2(C)CO)[C@H](O)[C@@H](O[C@@H]2O[C@H](CO)[C@@H](O)[C@H](O)[C@H]2O)[C@H]1O (some centres not stated)	0.4	2	-4	10	1	3	2	12	1	-2
O=C(C[n+]1ccc(C(=O)N/N=C/c2ccc(Cl)cc2Cl)cc1)c1ccccc1	-1.5	3	-2	-9	0	2	-3	5	3	-19
CC(=O)N1CCN(Cc2cc(=O)oc3ccc4ccccc4c23)CC1	-1.2	-2	-3	-12	0	-8	-35	-5	2	1
COc1ccc(C(=O)c2sc3nc(-c4ccccc4)ccc3c2N)cc1OC	0.1	1	-3	-1	-4	6	-10	-2	-1	-230
COc1ccccc1CC(=O)NCCN1CCCCC1	-0.3	11	-2	-2	-1	9	-7	2	-1	-2
CCCOC(=O)CSc1nnc(-c2cc(OC)c(OC)c(OC)c2)o1	0.8	-8	1	3	7	1	10	-7	-2	1
CCn1c(=O)c(CCC(=O)NCCN2CCOCC2)c(C)c2c(C)nn(-c3ccccc3)c21	0.7	-3	-5	-7	1	5	3	6	-6	1
COC(=O)COc1ccc(S(=O)(=O)NC2CCCCCC2)cc1	-0.5	5	-3	-8	-1	0	5	-8	-2	1
COC(=O)CSc1nc(-c2ccccc2)c2c(c1C#N)CCCC2	0.2	7	1	4	-5	-3	3	-2	1	-15
Cc1ccc(C(=O)NCCCCNC(=O)c2ccc(C)o2)o1	0.6	10	2	-2	-6	-5	0	7	-2	1
NC(=O)N/N=C/c1ccccc1OCC(=O)NCc1ccccc1	0.0	0	1	-3	1	-4	2	5	-2	2
COc1ccc(OC)c(/C=C/C(=O)N2CCN(S(=O)(=O)c3ccc(C)cc3C)CC2)c1	-20	1	-157	-3	5	2	i	-2	0	i
COc1ccccc1CN(Cc1nc2ccccc2c(=O)[nH]1)S(=O)(=O)c1ccc(C)cc1	0.2	-15	1	9	0	-4	3	-20	-1	1
CN1CCN(c2ccc(S(=O)(=O)N3CCCCC3)cc2N)CC1	0.5	0	0	-3	1	3	-2	1	-1	5

Among those listed so far, four have four or more nitrogen atoms:
SMILES	KLK7 zymogen act	ASAP1 GAP inh	ADAM17 inh	TDP2 inh	Tn6 DDE FP	Tn7 DDE FP	ADAM10 inh	ARFGAP1 inh	LEDGF integ inh	PLCg1 inh
N#CCC(=N)N1CCN(c2ccccc2)CC1	1.1	-10	-8	-7	-2	4	3	-4	-2	-21
CCn1c(=O)c(CCC(=O)NCCN2CCOCC2)c(C)c2c(C)nn(-c3ccccc3)c21	0.7	-3	-5	-7	1	5	3	6	-6	1
NC(=O)N/N=C/c1ccccc1OCC(=O)NCc1ccccc1	0.0	0	1	-3	1	-4	2	5	-2	2
CN1CCN(c2ccc(S(=O)(=O)N3CCCCC3)cc2N)CC1	0.5	0	0	-3	1	3	-2	1	-1	5

Back to the main list with the 3 entries that preceded the break.
SMILES	KLK7 zymogen act	ASAP1 GAP inh	ADAM17 inh	TDP2 inh	Tn6 DDE FP	Tn7 DDE FP	ADAM10 inh	ARFGAP1 inh	LEDGF integ inh	PLCg1 inh
COc1ccc(OC)c(/C=C/C(=O)N2CCN(S(=O)(=O)c3ccc(C)cc3C)CC2)c1	-20	1	-157	-3	5	2	i	-2	0	i
COc1ccccc1CN(Cc1nc2ccccc2c(=O)[nH]1)S(=O)(=O)c1ccc(C)cc1	0.2	-15	1	9	0	-4	3	-20	-1	1
CN1CCN(c2ccc(S(=O)(=O)N3CCCCC3)cc2N)CC1	0.5	0	0	-3	1	3	-2	1	-1	5
CCCOc1ccc(C(=O)NNC(=O)CCNC(=O)c2ccccc2Cl)cc1OC	0.3	-1	-7	5	-7	-3	-9	12	0	3
CCOC(=O)c1c(O)cc(OC)cc1CCc1ccccc1	-0.1	-1	9.9*	-15	-10	-4	-2	-4	3	4
Cc1cc(C)cc(NC(=O)C2CCN(C(=O)[C@@H]3Cc4ccccc4CN3)CC2)c1	0.2	-15	-1	0	1	4	-1	2	1	1
COCCNC(=O)C(=O)NNS(=O)(=O)c1ccc(Cl)cc1	0.8	-2	-3	1	2	6	-3	3	-4	1
O=C(Nc1nnc(-c2ccc(Cl)cc2)o1)c1nc2ccccc2s1	0.1	4	1	-10	-5	-8	-26	-1	1	0
O=C(NCCS(=O)(=O)N1CCN(c2cccc(Cl)c2)CC1)c1ccc2c(c1)OCO2	0.5	-5	-1	13	-1	4	0	11	0	-3
OC(CNCCc1ccccc1)COc1ccc(OCC(O)CNCCc2ccccc2)cc1 (configuration not stated)	0.2	-7	-6	-6	-3	4	3	0	0	4
CCCCN1C(=O)N2Cc3ccc(C)cc3C2CS1(=O)=O (configuration not stated)	0.1	·	0	-6	3	3	-2	·	-1	-2
CCOC(=O)CSc1nnc(CNC(=O)c2cccs2)n1-c1cccc(C)c1	0.2	8	-3	-4	-2	-5	0	6	1	-2
Cc1nc2sccn2c(=O)c1S(=O)(=O)NCC1CCN(Cc2ccccc2Cl)CC1	0.6	-16	-3	1	-1	3	-15	-2	1	-5

Laid out differently: 2 of the compounds above
> CCOC(=O)c1c(O)cc(OC)cc1CCc1ccccc1
  KLK7 zymogen act = -0.1	ASAP1 GAP inh = -1	ADAM17 inh = 9.9*	TDP2 inh = -15	Tn6 DDE FP = -10	Tn7 DDE FP = -4	ADAM10 inh = -2	ARFGAP1 inh = -4	LEDGF integ inh = 3	PLCg1 inh = 4

> CCCOc1ccc(C(=O)NNC(=O)CCNC(=O)c2ccccc2Cl)cc1OC
  KLK7 zymogen act = 0.3	ASAP1 GAP inh = -1	ADAM17 inh = -7	TDP2 inh = 5	Tn6 DDE FP = -7	Tn7 DDE FP = -3	ADAM10 inh = -9	ARFGAP1 inh = 12	LEDGF integ inh = 0	PLCg1 inh = 3

High-throughput results as filed in PubChem.
